# S2 tox: reduces viability in counter-screen for ATXN expression inhibitors; S2 cells (HEK-293 line with an ATXN2-luciferase reporter) viability, CellTiter-Fluor protease fluorescence, 24 h; Potency, µM (highest dose often 56.7 µM), actives largely listed as cytotoxic; hit rate 0.49% among 400,000; AID 651635; also: potency is read from the fitted curve at half-maximal effect; nearly all actives have a fitted effect of over 40% in size
# ATXN2 expr inh: inhibitors of ATXN2 expression; hit rate 0.72% among 360,000; AID 1745845; HEK-293 ATXN2-luciferase reporter, luminescence, 24 h; Potency, µM (titrated, usually from 57 µM), for the others: at the top dose activity change, negative = inhibition, actives largely listed as inhibitors; also: potency is read from the fitted curve at half-maximal effect; % is scaled to controls: 0 for no effect and ±100 for the full control effect; nearly all actives have a fitted effect of over 55% in size
#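 qHTS (up to 57 uM final) was run with 24 h compound exposure of reporter cells at 37 °C. Each well was multiplexed: SteadyGlo luminescence measured ATXN2-luciferase expression after a fluorogenic Gly-Phe-AFC viability readout (25 uM final).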
# A549 viability: counter-screen for Nrf2 inhibitors: cytotoxicity in A549 cells | A549 ARE-Fluc cells, CellTiter-Fluor viability, 18-24 h | hit rate 0.16% among 390,000 | Potency, µM (series often up to 46 µM), for the others: top-dose activity change, negative = cytotoxicity, hits mostly inhibitors; also: potency is read from the fitted curve at half-maximal effect; % is scaled to controls: 0 for no effect and ±100 for the full control effect
#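 A549 ARE_Fluc cells in 5% FBS OPTI-MEM were exposed to compounds in concentration-response for 18-24 h at 37 deg C. Viability was read by CellTiter-Fluor fluorescence (Ex 405/Em 525) after 30 min, before the luciferase read.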
# Nrf2 ARE act: Nrf2 pathway activation; AREc32 ARE-luciferase reporter (MCF7-derived line), luminescence, 24 h; hit rate 0.31% among 410,000; Potency, µM (doses to about 46.1 µM), inactives show top-dose activation, usual class: activators; AID 624171; also: potency is read from the fitted curve at half-maximal effect; % of control where 0% means no effect; nearly all actives have a fitted effect of over 65% in size
#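 AREc32 cells carrying an ARE-driven firefly luciferase, 1000 cells/well in OPTI-MEM with 5% FBS, dosed after overnight attachment and incubated 24 hr at 37 deg C. Steady-Glo luminescence read after 30 min at RT.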
# IL-2 act: IL-2 activation. IL-2 activation reporter assay, cell-based qHTS; stimulated with anti-CD3/CD4/CD28 beads; in transgenic mouse T cells. activation, % (series mostly up to about 46 µM). hit rate 0.065% among 360,000. AID 652025; in the data active = activation above about 50%; inconclusive = mostly about 30% to 49%; also: 0% is about no effect
#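 First, unstimulated transgenic mouse T cells were exposed to compound for 60 min. Next, anti-CD3/anti-CD4-coated beads with anti-CD28 were added. Finally, after 18 h at 37 degrees C, EGFP and DsRed were imaged.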
# TGFb inhibitor: TGF-b pathway inhibition; hit rate 1.2% among 410,000; HepG2 CAGA-GFP TGF-b/SMAD3 reporter, GFP fluorescence, 18 h; TGF-beta stimulated, 500 pg/mL final; Potency, µM (doses to about 46.1 µM), for the others: top-dose activity, negative = inhibition, hits mostly inhibitors; AID 588855; also: potency is read from the fitted curve at half-maximal effect; % is scaled to controls: 0 for no effect and ±100 for the full control effect; nearly all actives have a fitted effect of over 65% in size
#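 Smad-responsive CAGA-GFP expression was quantified in HEPG2 cells exposed to compounds and 500 pg/mL final TGF-beta for 18 h at 37 degrees C; unstimulated wells defined full inhibition.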
# Nrf2 inh: inhibitors of Nrf2 signaling; Potency, µM (doses to about 46 µM), inactives show at the top dose activity change, negative = inhibition, actives largely listed as inhibitors; hit rate 2.1% among 360,000; A549 ARE-Fluc reporter, luciferase luminescence, 18-24 h; also: potency is read from the fitted curve at half-maximal effect; % is scaled to controls: 0 for no effect and ±100 for the full control effect; nearly all actives have a fitted effect of over 60% in size
#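 Reporter: ARE-Fluc in A549. Exposure: 18-24 h, 37 °C, 5% CO2, 5% FBS OPTI-MEM. Readouts: fluorescent cytotoxicity (CellTiter-Fluor), then luminescent Nrf2 signal after BugLite.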
# EPAC2 agonist: agonists of human EPAC2 (RAPGEF4); Q8WZA2; EPAC2 activation, biochemical qHTS; response scale: 100% = 6.5 mM cAMP response; Potency, µM (top dose mostly 154 µM), for inactives: at the highest dose activation, actives largely listed as activators; hit rate 0.079% among 360,000; AID 720711; also: potency is read from the fitted curve at half-maximal effect; nearly all actives have a fitted effect of over 50% in size
# Target sequence (Q8WZA2 whole entry, looked up): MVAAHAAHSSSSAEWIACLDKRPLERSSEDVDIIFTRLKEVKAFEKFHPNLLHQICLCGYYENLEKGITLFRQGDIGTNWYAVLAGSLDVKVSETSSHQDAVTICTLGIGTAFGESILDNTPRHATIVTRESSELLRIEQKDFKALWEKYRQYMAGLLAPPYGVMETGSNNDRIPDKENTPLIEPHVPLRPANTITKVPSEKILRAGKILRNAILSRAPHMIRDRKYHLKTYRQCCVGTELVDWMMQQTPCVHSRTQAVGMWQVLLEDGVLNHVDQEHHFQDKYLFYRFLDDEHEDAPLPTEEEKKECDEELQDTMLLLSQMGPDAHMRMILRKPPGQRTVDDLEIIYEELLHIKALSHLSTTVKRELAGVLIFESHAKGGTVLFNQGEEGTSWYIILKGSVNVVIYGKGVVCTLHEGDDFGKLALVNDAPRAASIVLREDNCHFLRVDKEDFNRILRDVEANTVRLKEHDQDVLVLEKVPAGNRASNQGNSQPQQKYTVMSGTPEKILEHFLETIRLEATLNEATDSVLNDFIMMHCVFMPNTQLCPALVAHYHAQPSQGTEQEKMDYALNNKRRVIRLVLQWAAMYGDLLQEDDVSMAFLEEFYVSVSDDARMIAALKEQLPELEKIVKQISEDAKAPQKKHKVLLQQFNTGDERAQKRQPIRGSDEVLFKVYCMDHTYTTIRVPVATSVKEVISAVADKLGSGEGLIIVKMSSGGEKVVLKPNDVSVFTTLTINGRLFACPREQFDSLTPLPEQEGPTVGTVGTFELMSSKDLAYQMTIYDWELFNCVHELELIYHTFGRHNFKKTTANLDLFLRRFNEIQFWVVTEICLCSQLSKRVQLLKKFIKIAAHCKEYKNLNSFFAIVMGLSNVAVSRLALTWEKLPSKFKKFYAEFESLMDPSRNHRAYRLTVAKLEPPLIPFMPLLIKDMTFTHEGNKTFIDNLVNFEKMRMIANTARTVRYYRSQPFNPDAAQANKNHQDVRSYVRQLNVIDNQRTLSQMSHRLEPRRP
#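 Fluorescence exchange assay: 100 nM EPAC2 with 250 nM RAP1B-BODIPY-GDP and 50 uM GDP; compounds tested as a concentration-titration series (qHTS). Loss of Rap1-bound BODIPY-GDP fluorescence read at 480/540 nm; data normalized to 6.5 mM cAMP.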
# HepG2 viability: kills HepG2 cells in TGF-b inhibitor counter-screen. HepG2 CAGA-GFP viability, ATP luminescence, 18 h. Potency, µM (series often up to 46.1 µM), for inactives: top-dose activity change, negative = cytotoxicity, hits mostly cytotoxic. hit rate 0.76% among 410,000. AID 588856; also: potency is read from the fitted curve at half-maximal effect; some results filed as inactive show a strong effect at the top dose
#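 CellTiter-Glo luminescence gave cytotoxicity after 18 hours at 37 degrees C. The cells were HepG2 CAGA-GFP in 1% FBS DMEM, stimulated with 500 pg/mL TGF-beta after compound addition. %Activity was normalised to no-cell wells (complete cell-killing) and DMSO (no toxicity), and curves were fitted and classified.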
# The depositor's hits bear a star; i = inactive; ? = inconclusive; · = not tested or not shown; [ ] = dose if it differs, or a comment. Unless noted, calls follow the shape of the dose curve; as a rule, active = well fitted curve in the direction sought with a large enough effect; inconclusive = small, poorly fitted or top-dose-only effect, or another doubt; inactive = no such curve, though single readings can be large; an effect the other way counts as inactive or inconclusive.
SMILES,S2 tox,ATXN2 expr inh,A549 viability,Nrf2 ARE act,IL-2 act,TGFb inhibitor,Nrf2 inh,EPAC2 agonist,HepG2 viability
CC(Sc1nc(N(C)C)nc(N2CCOCC2)n1)C(=O)Nc1ccccc1 (stereo not given),i,-10.7%,-9.8%,0.4%,-2.6,5.2%,·,-2.3%,-10.1%
CCC(C(=O)NC1CCCCCC1)c1ccccc1 (stereo not given),i,·,19.6%,0.3%,1.7,16.7%,1.6%,8.2%,43.7%
CCc1noc(C)c1C(=O)Nc1ccccc1N1CCOCC1,i,-7.5%,-0.2%,-0.3%,-0.7,1.3%,-1.9%,4.5%,16.6%
COc1cccc(OCCn2cc(C(=O)c3ccco3)c3ccccc32)c1,i,1.0%,-9.1%,2.1%,2.1,?,?,13.5%,-1.0%
CCOC(=O)c1[nH]c(C)c(C(=O)N2CCN(c3cccc(Cl)c3)CC2)c1C,?,?,-8.3%,0.1%,-0.3,-22.4%,-0.8%,-2.5%,-18.0%
CCCCN(C(=O)c1ccc(S(=O)(=O)N2CCOCC2)cc1)C1CCS(=O)(=O)C1 (stereo not given),i,-0.8%,-10.3%,-0.2%,-4.9,?,3.2%,-1.1%,13.3%
Cc1cc(CNC(=O)c2ccc3c(c2)OCO3)c2ccccc2n1,i,-16.2%,-24.8%,-0.1%,-0.5,-22.4%,?,2.4%,-21.7%
O=C(NC(Cc1c[nH]c2ccccc12)C(=O)O)c1cccc(S(=O)(=O)N2CCCCC2)c1 (stereo not given),i,·,·,0.4%,-0.2,-2.2%,·,0.4%,-3.4%
COC(=O)c1ccccc1NC(=O)c1cnn2cccnc12,i,1.7%,6.1%,7.9%,-3.0,0.1%,-6.0%,5.3%,-18.3%
CCOC(=O)/C=C1\SCC(=O)N1CC(=O)NC12CC3CC(CC(C3)C1)C2,i,0.6%,-6.0%,-0.8%,5.2,1.9%,-13.7%,-8.3%,3.3%
O=C(O)c1cc(OCc2ccccc2)cc(OCc2ccccc2)c1,i,?,-5.1%,-0.5%,0.4,-4.8%,-24.2%,-1.6%,2.7%
O=C(NC1CCCCC1)C1Cc2ccccc2CN1S(=O)(=O)c1ccc(F)cc1 (stereo not given),i,-0.9%,-3.6%,0.3%,-1.7,-4.2%,-5.8%,15.8%,12.0%
CCCOC(=O)CSc1nnc(-c2cc(OC)c(OC)c(OC)c2)o1,i,-0.6%,0.4%,-0.2%,-0.7,?,2.2%,-5.7%,-28.7%
CCCC(=O)Nc1cc(C)c(O)c(-c2nc3ncccc3o2)c1,i,-1.6%,-2.0%,-0.6%,·,-10.2%,0.3%,·,-14.3%
CC(C)NC(=O)N(C)C[C@H]1OCc2cnnn2CCCC(=O)N([C@H](C)CO)C[C@H]1C,i,4.7%,·,0.1%,1.5,-1.4%,·,-1.3%,4.6%
Cc1ccc(NC(=O)Cc2ncc(C(F)(F)F)cc2Cl)cc1Cl,i,2.1%,2.5%,-0.5%,0.0,?,·,-12.3%,-6.8%
Cc1ccc(NC(=O)CN(C)C(=O)CSc2ncc(C(F)(F)F)cc2Cl)cc1,i,0.8%,-3.0%,2.3%,-0.5,10.0%,10.5%,-0.4%,-6.0%
O=C(CNC(=O)OCc1ccccc1)NC1CCCCCCC1,i,23.0%,-5.2%,0.3%,1.8,-15.8%,26.0%,-5.3%,0.1%
CCOC(=O)c1cc(-c2ccco2)nn1-c1ccc(C)cc1,?,-9.8%,-5.0%,8.4%,1.2,14.7%,2.4%,2.5%,4.3%
CN(C)c1ccc(/C=N/Nc2cccc(C(=O)O)c2)cc1,i,66.0%[activator],-1.7%,-0.4%,0.3,-17.1%,?,0.2%,-0.2%
COC(=O)C1=C(C)N(Cc2ccco2)C(=O)N[C@@H]1c1ccccc1,i,-5.9%,6.6%,-0.8%,-0.6,-1.2%,1.1%,6.9%,1.4%
COc1cc(NC(=O)COc2ccccc2)c(OC)cc1NC(C)=O,i,-5.6%,0.8%,-0.8%,0.3,0.0%,-5.8%,3.1%,0.0%
CNC[C@@H](C)NC[C@@H](Cc1ccccc1)NCCc1ccccc1,i,-22.1%,-11.8%,5.2%,-0.8,-11.2%,-4.7%,5.9%,-49.7%
Cc1cnc(NC(=O)CCNC(=O)c2ccc([N+](=O)[O-])cc2)s1,i,·,-7.1%,0.2%,-0.7,6.2%,-10.8%,8.3%,-24.5%
CCOc1ccc(N2CC(C(=O)Nc3ccc4c(c3)OCCO4)CC2=O)cc1 (stereo not given),i,2.6%,5.1%,0.8%,-1.1,7.4%,25.8%,-5.4%,-7.3%

# Results in ATXN2 expr inh, S2 tox and TGFb inhibitor, for some of the entries so far:
Structure | ATXN2 expr inh | S2 tox | TGFb inhibitor
CNC[C@@H](C)NC[C@@H](Cc1ccccc1)NCCc1ccccc1 | -22.1% | i | -11.2%
Cc1ccc(NC(=O)Cc2ncc(C(F)(F)F)cc2Cl)cc1Cl | 2.1% | i | ?
COc1cc(NC(=O)COc2ccccc2)c(OC)cc1NC(C)=O | -5.6% | i | 0.0%

# Next structures follow.
SMILES,S2 tox,ATXN2 expr inh,A549 viability,Nrf2 ARE act,IL-2 act,TGFb inhibitor,Nrf2 inh,EPAC2 agonist,HepG2 viability
COc1ccc(C(CNC(=O)c2cc3ccccc3o2)N2CCCCC2)cc1 (stereo not given),i,5.8%,-4.4%,-0.7%,-0.1,-11.3%,-14.9%,-6.3%,-7.1%
CCn1c(SCc2nc(N)nc(N3CCCCC3)n2)nc2c1c(=O)n(C)c(=O)n2C,i,-14.4%,2.6%,2.0%,-3.7,-15.7%,0.7%,-6.6%,4.4%
COc1ccc(C(=O)CNc2ccccc2C#N)cc1,i,-32.1%,1.5%,2.9%,-2.1,0.0%,-4.3%,7.5%,3.3%
CN(C)c1ccc(C(=S)N2CCN(C(=S)Nc3cccc4ccccc34)CC2)cc1,?,-15.3%,-3.4%,0.3%,1.2,-9.9%,-16.8%,10.7%,5.7%
Cc1ccc(C(=O)N2CCCC(CCC(=O)N3CCN(c4ccccn4)CC3)C2)s1 (stereo not given),i,-22.8%[11.3 µM],-6.9%,2.4%,-3.9,?,?,-0.2%,-20.8%
Cc1ccc(CNC(=O)COc2ccccc2-c2ccccc2)cc1,i,1.2%,14.9%,1.4%,-1.1,?,17.7%,-6.0%,-1.7%
CN1CCCN(C(=O)CC2(CC(=O)O)CCCC2)CC1,i,-0.5%,9.6%,0.2%,-0.6,-2.8%,-0.3%,1.2%,0.1%
Cc1ccc(Nc2nc3ccccc3nc2-n2nc(C)cc2C)c(Cl)c1,i,11.9%,1.4%,-0.9%,·,-8.0%,4.9%,·,-8.9%
COC(=O)c1ccc(OCC2c3cc(OC)c(OC)cc3CCN2C(=O)c2ccco2)cc1 (stereo not given),i,-28.0%,-1.0%,8.7%,-3.7,0.3%,?,10.2%,-20.5%
CC(Sc1nnc(Cc2ccccc2)o1)C(=O)Nc1ccccc1[N+](=O)[O-] (stereo not given),i,·,11.0%,-0.6%,0.2,2.5%,9.0%,-0.5%,-3.8%
O=C(O)C1C2C=CC(C2)C1C(=O)NCc1ccc(Cl)cc1Cl (stereo not given),i,-3.1%,-7.4%,-0.6%,0.0,-11.7%,?,6.6%,1.5%
CCOC(=O)c1cc([N+](=O)[O-])cc([N+](=O)[O-])c1Sc1ncnc2nc[nH]c12,·,?,?,-3.0%,-6.9,12.6µM*,4.0%,-1.3%,-101.0%
Nc1ccc(N=Nc2ccccc2)cc1[N+](=O)[O-],i,21.6%,-9.7%,?,-1.0,?,?,9.5%,-14.0%
Cc1nn(S(=O)(=O)c2ccc(F)cc2)c(C)c1S(=O)(=O)N1CCC(C)CC1,i,5.4%,-0.4%,0.2%,·,3.7%,·,·,-3.4%
CSc1nnc(-c2ccc(NC(N)=S)cc2)o1,i,·,7.4%,-0.3%,0.5,-5.2%,14.7%,11.8%,-5.6%
COc1cc(C(=O)NCc2nnc(SCC(=O)NCc3ccccc3)o2)cc(OC)c1OC,i,-0.6%,-0.1%,-0.5%,-3.3,-1.0%,-1.1%,8.5%,-6.3%
O=C(Cn1ncc2c3ccccc3n(Cc3cccc(Cl)c3)c2c1=O)NC1CCCCCC1,i,6.8%,5.3%,-0.6%,·,-16.0%,20.0%,·,-18.6%
Cc1ccc(S(=O)(=O)N(C)c2ccc(C(=O)N3CCOCC3)cc2)cc1,i,-10.1%,0.1%,-0.3%,-3.1,19.7%,0.8%,5.0%,12.0%
COc1ccc(CC(=O)NNC(=S)Nc2ccc(Br)cc2)cc1,·,·,-3.7%,-0.5%,-1.5,-16.2%,-7.6%,5.4%,1.6%
CN(C)CCCNC(=O)C(=O)Nc1cc2c3c(c1)CC(=O)N3CCC2,i,17.1%,-1.1%,2.8%,-2.6,8.5%,2.1%,-1.0%,6.3%
COc1ccc(C(O)c2ncc(-c3ccccc3Cl)[nH]2)cc1F (stereo not given),i,-19.3%,·,7.0%,0.1,3.9%,·,12.7%,-22.0%
CC(OCc1ccccc1)C(NC(=O)OC(C)(C)C)C(=O)NCC1CCCO1 (stereo not given),i,0.6%,·,-0.6%,-0.8,4.4%,4.8%,13.8%,-1.3%
COC(=O)N/N=C/c1cn(CCOc2ccccc2OC)c2ccccc12,i,-2.2%,-0.8%,-0.5%,-1.9,-0.3%,-17.3%,12.3%,-21.4%
CCOC(=O)Cn1c(=O)n(-c2ccccc2OC)c2nc(-c3ccccc3C)nc(C(N)=O)c21,i,-10.5%,-0.4%,3.1%,·,-0.5%,·,·,-3.3%

# Compound activity deposited in PubChem by National Center for Advancing Translational Sciences (NCATS).
